# ERAP1 inh = blocks human ERAP1 aminopeptidase activity; recombinant ERAP1, Leu-AMC fluorescence, 60 min; AID 652197; inhibition, % at 10.7 µM; hit rate 0.15% among 340,000;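 active means mean replicate inhibition of at least 30%, or all replicates individually reaching that 30% level; inactive means mean below 30% and not every replicate reaching it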;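 further: 0% = neutral control wells and 100% = L-leucinethiol positive control wells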
# Target sequence (Q9NZ08 whole entry, looked up): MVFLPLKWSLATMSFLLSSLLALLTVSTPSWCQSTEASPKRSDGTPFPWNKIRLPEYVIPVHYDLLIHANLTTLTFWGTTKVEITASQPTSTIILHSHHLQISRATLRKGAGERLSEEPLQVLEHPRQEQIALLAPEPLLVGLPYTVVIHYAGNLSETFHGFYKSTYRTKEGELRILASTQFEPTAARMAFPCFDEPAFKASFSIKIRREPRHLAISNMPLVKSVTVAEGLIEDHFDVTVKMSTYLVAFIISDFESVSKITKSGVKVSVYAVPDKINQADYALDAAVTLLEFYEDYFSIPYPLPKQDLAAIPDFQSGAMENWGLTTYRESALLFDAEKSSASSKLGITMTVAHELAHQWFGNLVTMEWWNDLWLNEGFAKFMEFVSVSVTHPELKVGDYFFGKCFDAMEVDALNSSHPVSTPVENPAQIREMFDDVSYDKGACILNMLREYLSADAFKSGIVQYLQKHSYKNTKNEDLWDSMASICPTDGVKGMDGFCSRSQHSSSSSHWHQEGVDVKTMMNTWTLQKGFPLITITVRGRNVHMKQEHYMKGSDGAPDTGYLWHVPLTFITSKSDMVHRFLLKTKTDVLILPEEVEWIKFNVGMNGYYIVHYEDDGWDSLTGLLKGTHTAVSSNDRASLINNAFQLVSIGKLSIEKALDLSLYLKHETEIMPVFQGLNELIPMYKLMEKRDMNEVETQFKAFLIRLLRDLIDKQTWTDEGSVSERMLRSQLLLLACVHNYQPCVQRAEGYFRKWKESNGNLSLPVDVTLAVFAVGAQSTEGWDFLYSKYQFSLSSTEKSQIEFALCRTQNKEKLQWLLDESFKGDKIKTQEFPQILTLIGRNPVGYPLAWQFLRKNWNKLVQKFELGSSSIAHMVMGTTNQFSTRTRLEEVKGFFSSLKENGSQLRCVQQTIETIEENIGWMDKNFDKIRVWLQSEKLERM
# S100A4 MyoIIA = inhibitors of human S100A4 binding to myosin IIA peptide; S100A4/TAMRA-MyoIIA peptide fluorescence polarization; hit rate 0.14% among 360,000; inhibition, % at 10.7 µM; P26447; AID 652163;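 active means mean inhibition of at least 70% across replicates, with every replicate also reaching that level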
# Target sequence (P26447 whole entry, looked up): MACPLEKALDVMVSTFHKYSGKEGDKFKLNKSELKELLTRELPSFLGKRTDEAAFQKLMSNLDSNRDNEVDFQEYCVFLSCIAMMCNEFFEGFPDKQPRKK
#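 Material: S100A4 monomer (human). Medium: Calcium-containing HEPES buffer, pH 7.2. Probe or stimulus: labelled myosin peptide probe, 5 nM. Compound dosing: one concentration per compound. Timing: polarization read 5 min after assay mix addition, stable 5–60 min. Benchmarks: DMSO as neutral control, TFP as positive control.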
# EWS-Fli block = EWS/Fli transcriptional activity inhibition. A673 NR0B1-luciferase reporter, viability-normalised. inhibition, % at 12.6 µM. hit rate 0.67% among 350,000;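 active means mean inhibition of at least 50% after viability correction, with every replicate also passing that limit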;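 further: firefly luciferase signal divided by Alamar Blue viability fluorescence both relative to DMSO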
# PGC1a acetyl inh = lowers PGC1a acetylation signal in U2OS cells. AlphaScreen anti-acetyl-lysine; with virally co-expressed GCN5 acetyltransferase. inhibition, % at 15.6 µM. hit rate 0.17% among 350,000;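 active means every replicate shows inhibition of at least 40%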;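 further: 0% = neutral control wells and 100% = positive control wells; some results beyond the cut were filed as inactive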
# FN deposit inh = fibronectin deposition inhibition; AH1F fibroblasts, Alexa488-fibronectin deposition fluorescence, overnight; inhibition, % at 12.6 µM; hit rate 0.086% among 350,000;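 active means mean inhibition across replicates of 30% or more, regardless of how many single replicates reach that level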;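 further: positive control wells lacked labelled fibronectin entirely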
#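 test system = AH1F fibroblasts assembling fluorescent fibronectin matrix | quantity = 10000 AH1F cells per well | buffer or medium = DMEM plus 2% serum, read in PBS | doses = single dose, pinned | incubation = 1 h cell attachment, overnight exposure to compound and label | detection = fluorescence at 485 nm excitation, 525 nm emission | read-out basis = inhibition from reduced deposited-fibronectin fluorescence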
# PAX8 reporter = PAX8 transcriptional activity inhibition; hit rate 1.2% among 360,000; inhibition, % at 12.6 µM; RMG-I TPO-luciferase reporter, SteadyGlo, 24 h;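 active means mean replicate inhibition at least 60% with every replicate also reaching 60%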;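 further: luciferase light reporting Pax8 driven TPO promoter activity; plate controls were median of neutral control wells for no effect and mitoxantrone controls for full effect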
# LGR2 antag = Drosophila LGR2 receptor signaling inhibition. inhibition, % at 9.99 µM. HEK293 LGR2, CRE-luciferase, bursicon-stimulated, 4 h. hit rate 0.35% among 380,000;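 active means drop in luminescence signal, shown as inhibition above about 50% in the replicate tests, limit read from the data, passing the limit was not always enough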;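 further: agonist challenge used bursicon conditioned medium at about half maximal strength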
# PglD DTNB = blocks C. jejuni PglD acetyltransferase activity | hit rate 0.098% among 360,000 | AID 602405 | inhibition, % at 12.5 µM | purified PglD enzyme, DTNB colorimetric CoA detection; in the data active means inhibition above about 16%, passing the limit was not always enough; further: strong numbers were not always called active
# Numbers without * were called inactive; · = no result given; & = joins results of further samples.
Compound	ERAP1 inh	S100A4 MyoIIA	EWS-Fli block	PGC1a acetyl inh	FN deposit inh	PAX8 reporter	LGR2 antag	PglD DTNB
Cc1ccc(-c2ccc(C3[C@H]4CNC[C@@H]3N4C(=O)Nc3ccccc3Cl)cc2)cc1 (stereo partly specified)	-2&-3	1&-1	-3&19	-3&0	1&-2	-45&-11	-13&-12	·
N#Cc1ccccc1/C=N/Nc1nc(-c2ccccc2)c2cc(Cl)ccc2n1	6	-1	·	-12	-4	-13	-26	0
Cc1cn(C2OC(CC(=O)Oc3ccccc3)C(O)C2O)c(=O)[nH]c1=O (stereo unspecified)	·	1	1	·	3	22	7	·
COc1ccc(NC(=O)CN(C)C(=O)c2ccc(N3CCOCC3)c([N+](=O)[O-])c2)cc1	0	3	-4	3	-9	-5	5	-3
Cc1ccc(Nc2ccc(S(=O)(=O)N3CCOCC3)cc2[N+](=O)[O-])c(C)c1	·	·	-6	-5	·	12	-13	-9
CC(C)NC(=O)Nc1ccc2c(c1)C(=O)N([C@@H](C)CO)C[C@H](C)[C@@H](CN(C)S(=O)(=O)c1cccs1)O2	·	·	0	-5	0	·	3	·
CCOC(=O)c1ccc(NC(=S)NCCCN2CCOCC2)cc1	2	-4	-4	·	6	-27	3	·
COC(=O)c1c(-c2cc(OC)cc(OC)c2)sc2ccc(OC)cc12	0	3	-33	-11	11	-24	-18	8
CCOC(=O)C1=C(C)N(CCCCCC(=O)O)C(=O)NC1c1ccccc1OS(=O)(=O)c1ccc(C)cc1 (stereo unspecified)	-1	-2	-2	·	1	5	-10	3
COc1ccc(OCCC(=O)NC2=NCCS2)cc1	·	·	·	5	5	-20	·	-6

# 3 entries already listed, sorted by number of heavy atoms, ascending:
Compound	ERAP1 inh	S100A4 MyoIIA	EWS-Fli block	PGC1a acetyl inh	FN deposit inh	PAX8 reporter	LGR2 antag	PglD DTNB
COC(=O)c1c(-c2cc(OC)cc(OC)c2)sc2ccc(OC)cc12	0	3	-33	-11	11	-24	-18	8
Cc1cn(C2OC(CC(=O)Oc3ccccc3)C(O)C2O)c(=O)[nH]c1=O (stereo unspecified)	·	1	1	·	3	22	7	·
COc1ccc(NC(=O)CN(C)C(=O)c2ccc(N3CCOCC3)c([N+](=O)[O-])c2)cc1	0	3	-4	3	-9	-5	5	-3

# The list goes on.
Compound	ERAP1 inh	S100A4 MyoIIA	EWS-Fli block	PGC1a acetyl inh	FN deposit inh	PAX8 reporter	LGR2 antag	PglD DTNB
O=C(COc1ccc(Br)cc1CO)Nc1ccc(S(=O)(=O)N2CCCC2)cc1	-2	-1	16	·	-1	21	14	-3
Cc1ccc(S(=O)(=O)N2CCSC2C(=O)O)cc1 (stereo unspecified)	0	-10	·	·	·	·	-2	-1
Cc1csc(=O)n1CCC(=O)OCC(=O)Nc1ncc(Cl)cc1Cl	-7	-4	5	·	9	7	7	1
COc1ccc(C)cc1NC(=O)C(NC(=O)c1cc(OC)c(OC)c(OC)c1)C(C)C (stereo unspecified)	2	1	9	·	1	-5	7	·
C=C(C)[C@H]1CC=C(C)/C(=N/NC(=O)CNc2ccccc2OC)C1	5	-5	-28	-18	·	·	-6	-3
O=C(/C=C/Nc1ccc(Nc2ccccc2)cc1)c1cccs1	-2	-5	-114	-13	2	19	-38	·
CC(=O)Nc1ccc(S(=O)(=O)N2CN(c3ccc(C)cc3)c3nc4ccccc4nc32)cc1	4	-5	·	·	17	12	8	-4
COc1ccc(-n2cc(CNCCc3cscn3)c(-c3ccccc3Cl)n2)cc1	8	-7	2	·	·	-9	-6	·
Cc1cccc(Nc2nnc(SCC(=O)N(C)C3CCS(=O)(=O)C3)s2)c1C (stereo unspecified)	6	-6	4	·	-1	2	7	·
Cc1noc(C)c1NC(=O)N(C)C[C@H]1OCCCC[C@H](C)Oc2ccc(N(C)C)cc2C(=O)N([C@H](C)CO)C[C@H]1C	3	19	-9	-4	·	-8	5	4
Cc1ccc(S(=O)(=O)N2[C@@H]3CNC[C@H]2C3c2ccc(-c3cccc(F)c3)cc2)cc1 (stereo partly specified)	2&-1	-10&-21	25	-20&-8	-8&-5	1	2&-19	·
COc1ccc(NC(=O)N(C)C[C@H]2Oc3ccc(NS(=O)(=O)c4cn(C)cn4)cc3CC(=O)N([C@@H](C)CO)C[C@@H]2C)cc1	0	-27	-1	1	-9	-6	7	1
COc1cccc(S(=O)(=O)Nc2ccc3c(c2)C(=O)N(C)[C@H]2CC[C@H](CC(=O)O)O[C@H]2CO3)c1	·	·	-3	4	-10	-8	8	-2
COC(=O)c1sc(NC(=O)COc2cccc3ccccc23)nc1C	·	·	·	-6	3	-7	·	0
COCCNC(=O)CSc1nc2scc(-c3ccccc3)c2c(=O)[nH]1	·	2	0	·	-3	-10	-6	·
COC(=O)c1ccc(CNC(=O)CN2C(=O)NC(Cc3ccccc3)(c3ccccc3)C2=O)cc1 (stereo unspecified)	-2	-1	4	-7	-4	16	-4	0
CCCc1c(C(=O)N/N=C/c2ccc(-c3ccccc3)cc2)nnn1-c1nonc1N	-2	4	-4	7	6	-2	1	-5
O=C(COC(=O)Cc1ccc(Br)cc1)NCc1cccs1	-2	5	-1	·	14	6	-7	·
O=C(OCC(=O)N1N=C(c2ccc(Cl)cc2)CC1c1ccco1)c1cncc(Br)c1 (stereo unspecified)	-1	-3	-7	7	-2	-3	-6	-3
Cc1noc(C)c1NC(=O)Nc1ccc2c(c1)C(=O)N([C@H](C)CO)C[C@H](C)[C@@H](CN(C)Cc1ccc(C(=O)O)cc1)OCCCC[C@H](C)O2	·	·	-7	8	·	0	-5	0
COc1ccc(C(=O)OCC(=O)Nc2cc(S(=O)(=O)N3CCOCC3)ccc2N2CCCC2)cc1	-1	4	8	·	13	-3	0	·
O=C(Nc1ccccc1)N1CCCCN2[C@@H](CO)[C@H](c3ccc(C#Cc4ccccc4)cc3)[C@@H]2C1	1	8	34	-2	·	72*	2	-4
O=C(O)c1ccc(CNC(=O)c2ccc(C(F)(F)F)cc2)cc1	-5	-2	6	1	·	31	-25	·
FC(F)(F)c1ccc(N2CCOCC2)c(Nc2nc3ccccc3n3cnnc23)c1	-2	-5	18	14	·	·	·	-5
NS(=O)(=O)c1cccc(NC(=O)c2cccc(Oc3ccccc3)c2)c1	0	-3	2	·	6	-7	-2	-6
O=C(CCc1ccc(O)c(O)c1)NNC(=S)Nc1ccc(Br)cc1Cl	2	-2	21	0	9	-7	-33	2
O=C(CSc1nnc(COc2ccc(Cl)cc2)o1)N(c1ccccc1)C1CCS(=O)(=O)C1 (stereo unspecified)	-3	-1	7	20	2	37	0	0
COc1ccc(C(C)NC(=S)NCc2ccc(F)cc2)cc1 (stereo unspecified)	-1	2	·	-5	·	1	5	4
CCOc1ccc(C(=O)c2cnc3ccccc3c2N2CCN(CC)CC2)cc1	·	-2	-7	·	5	16	27	-3
O=C(C[C@@H]1C[C@@H]2c3cc(NC(=O)C4CCOCC4)ccc3O[C@@H]2[C@H](CO)O1)NCCN1CCCCC1	2	-14	2	3	10	-1	12	5
COc1cccc(-c2ccc3nnc(SCC(=O)N4CCCC4)n3n2)c1	2	-2	2	-2	0	10	-14	·
Cc1noc(C)c1C(c1ccccc1)S(=O)(=O)c1ccccc1 (stereo unspecified)	·	·	·	-18	-7	7	7	8
O=C(c1cnn(-c2ccccc2)c1)c1ccccc1O	·	·	·	15	-6	-83	25	·
Cc1ccc(C(=O)NCc2ccc3c(c2)OCO3)cc1Cl	-3	-2	-17	·	-7	0	-12	2
C[C@H](CO)N1C[C@H](C)[C@@H](CN(C)Cc2ccc3c(c2)OCO3)Oc2cc(Br)ccc2S1(=O)=O	0&-1	-4&5	4&16	3&-51	-15&-9	5&-1	-1&21	-1&1
Cc1noc(C)c1NC(=O)N(C)C[C@H]1Oc2ccc(NS(=O)(=O)c3ccccc3)cc2C(=O)N([C@@H](C)CO)C[C@H]1C	1	12	-10	1	·	-38	8	-1
CN(C(=O)COC(=O)c1cc2c(s1)CCCCC2)c1ccccc1	-1	-3	-6	-17	9	-32	11	-1
O=C(Nc1ccc(N2C(=O)C3C4C=CC(C4)C3C2=O)cc1)Nc1nnc(C(F)(F)F)s1 (stereo unspecified)	·	-4	-14	11	-2	-16	-14	·
O=C(O)CCSc1nnc(-c2cccnc2)n1-c1ccccc1	-8	0	2	1	·	·	40	-4
COc1ccc(/C=N/Nc2nc3ccccc3o2)cc1O	·	·	·	-5	4	-55	·	-2
O=C(c1ccc(CNS(=O)(=O)c2cccc(C(F)(F)F)c2)cc1)N1CCOCC1	·	·	·	-1	-11	·	8	3
COc1ccccc1C(=O)Nc1ccc2c(c1)C(=O)N(C)C[C@H](OC)[C@@H](C)CN(C(C)=O)[C@@H](C)CO2	1	13	-4	0	21	·	2	16
COc1ccccc1/C=C/CN1CCNC(=O)C1CC(=O)NCCc1cnccn1 (stereo unspecified)	-3	-2	·	·	-5	-124	2	-3
O=S(=O)(Nc1nccs1)c1ccc(NCc2cc(Br)cc(Br)c2O)cc1	-3	12	6	-6	-1	-16	-28	-7
CC(C)(C)[C@H]1COC(=O)[C@H](NC(=O)OCC2c3ccccc3-c3ccccc32)C/C=C\C[C@@H](CC(=O)N(CCO)Cc2ccccc2)C(=O)N1	·	-4	3	-8	-6	4	5	-1
Cc1noc(C)c1S(=O)(=O)N(C)C[C@@H]1OCCCC[C@@H](C)Oc2ccc(NC(=O)CCC(F)(F)F)cc2C(=O)N([C@H](C)CO)C[C@H]1C	·	·	-2	-1	4	3	-7	2
COc1ccccc1CNC(=O)COC(=O)CCC(=O)c1cccs1	-3	-2	-4	7	1	20	11	-2
CCOC(=O)c1sc(=S)n(C)c1NC(=O)c1cccc(Br)c1	-2	-3	13	3	-6	2	27	3
CCOc1ccc(CN2CCNC(=O)C2CC(=O)NC2CCOCC2)cc1 (stereo unspecified)	4	-2	·	·	1	·	-13	4
O=C(O)c1ccc(Oc2ccccc2)o1	-1	-7	1	·	3	26	-5	·

# Going on with the list:
Compound	ERAP1 inh	S100A4 MyoIIA	EWS-Fli block	PGC1a acetyl inh	FN deposit inh	PAX8 reporter	LGR2 antag	PglD DTNB
CCN1CCN(c2ccc(S(=O)(=O)N3CCCCC3)cc2NC(=O)c2cccc(Cl)c2)CC1	5	-4	8	·	5	4	-17	·
CC1CN(C(=O)CNC(=O)COc2ccccc2)CC(C)O1 (stereo unspecified)	-3	-3	1	6	-2	0	3	-1
COc1ccccc1NS(=O)(=O)c1ccc2oc(N)nc2c1	-4	-1	-59	·	7	-1	26	0
O=C(NC1CCCCC1)C(c1cccs1)N(C(=O)Cc1c[nH]c2ccccc12)c1ccc(F)cc1 (stereo unspecified)	·	·	·	-5	1	97*	·	1
O=C(NNS(=O)(=O)c1ccc(F)cc1)c1ccccc1F	3	-1	-1	-18	-3	13	-4	-7
COc1cc(S(=O)(=O)Nc2ccc(C)cc2)ccc1N=Cc1c(C)[nH]n(-c2ccc(C)cc2)c1=O	-5	1	2	·	2	1	3	·
CC(C)c1nnc(NC(=O)c2cc3cc(Br)ccc3oc2=O)s1	-1	20	-14	-7	3	-9	-16	-1
COc1ccc(CN(C)C[C@@H]2OCCCC[C@@H](C)Oc3ccc(NC(=O)NC(C)C)cc3C(=O)N([C@@H](C)CO)C[C@@H]2C)cc1	-1	4	0	3	·	-8	15	1
O=C(Nc1cccc(S(=O)(=O)N2CCCCC2)c1)c1ccccc1NS(=O)(=O)c1ccc(F)cc1	-3	4	-12	·	-1	27	22	·
COc1ccccc1C(=O)OCC(=O)c1ccc(CNC(C)=O)s1	0	-4	16	6	-9	-6	0	0
COc1cccc(OC)c1NC(=O)C1CCCN1C(=O)Nc1cccc(Cl)c1 (stereo unspecified)	-1	-2	7	·	-11	8	3	1

# Bioassay records (PubChem)

# Compounds as they come (roughly 2.1% active in at least one column).
